# Compound activity deposited in PubChem by The Scripps Research Institute Molecular Screening Center.
# TbREL1 inh – TbREL1 inhibition, primary screen; TbREL1 RNA ligation, FRET fluorescence; hit rate 0.49% among 89,000; AID 1117264; inhibition, % at 9.66 µM; P86926;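 active = inhibition above the mean inhibition across all screened compounds plus 3 SD, cut at about 11% in these data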;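 note: 0% = plate median of test wells and 100% = NSC42067 control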
# Target sequence (P86926 whole entry, looked up): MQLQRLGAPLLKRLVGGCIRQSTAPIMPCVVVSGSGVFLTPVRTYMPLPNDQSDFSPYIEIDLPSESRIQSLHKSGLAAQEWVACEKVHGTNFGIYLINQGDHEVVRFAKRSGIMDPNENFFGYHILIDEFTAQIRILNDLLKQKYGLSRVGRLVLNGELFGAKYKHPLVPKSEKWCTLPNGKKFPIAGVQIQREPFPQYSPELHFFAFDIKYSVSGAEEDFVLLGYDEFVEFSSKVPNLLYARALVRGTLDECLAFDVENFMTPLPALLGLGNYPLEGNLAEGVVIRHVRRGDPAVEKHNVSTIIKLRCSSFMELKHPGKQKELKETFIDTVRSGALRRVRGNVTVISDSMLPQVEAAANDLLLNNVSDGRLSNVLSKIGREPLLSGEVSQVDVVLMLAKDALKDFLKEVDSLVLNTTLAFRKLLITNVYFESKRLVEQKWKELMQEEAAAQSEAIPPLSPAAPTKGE
# * = called active by the depositor. A portion of the library; rates above refer to the full screens.
SMILES,TbREL1 inh
COC(=O)[C@]12CCCCC=C1N(Cc1ccc(OC)cc1)C(=O)[C@@H]2CC(=O)NCCCN1CCCC1=O,-5
CC(=O)N/C(=C\c1ccccc1)C(=O)OC(C)C(=O)Nc1ccccc1F (stereo not drawn),0
Cc1ccc2c(c1)N=C(c1ccc(F)cc1)CO2,-4
CC(=O)Nc1nc2ncccn2c1-c1ccc(C(F)(F)F)cc1,2
CC1Cc2cc(/C(O)=C3/C(=O)C(=O)N(CCN4CCOCC4)C3c3cccc(O)c3)ccc2O1 (stereo not drawn),-3
CC1=Nc2ccccc2/C1=C/c1sc(=O)n(CC(=O)N2CCCC2)c1O,-1
COc1ccc(N2C(=O)c3ccccc3C2=O)cc1,-2
Nc1nc2c(ncn2[C@@H]2O[C@H](CNC(=O)[C@H](N)C3CCCCC3)[C@@H](O)[C@H]2O)c(=O)[nH]1,6
CCC(=O)c1c[nH]c(C(=O)N2CCOCC2)c1,0
O=C(c1ccc(Cl)cc1)c1cn[nH]c1-c1ccccc1O,-2
CCC(C)C(=O)N1CCc2cc(-c3csc(N)n3)ccc21 (stereo not drawn),-1
COc1ccc(NC(C)=O)cc1NC(=O)CN1CCN(S(=O)(=O)c2ccc(C(C)C)cc2)CC1,-1
Cn1cc(CCNC(=O)C2CCC(=O)N(CCc3ccc(Cl)cc3)C2)cn1 (stereo not drawn),0
CCN1C(=O)[C@H]2[C@@H](c3ccc(-c4ccccc4)cc3)N3CCCC[C@@]3(C(=O)OC)[C@H]2C1=O,3
COc1ccccc1NC(=S)OCCN1CCCC12CCC(c1ccccc1)CC2 (stereo not drawn),1
CCOc1ccc(NC(=O)N(CC(C)C)CC(C)C)cc1,-3
Cc1ccc(NC(=O)C(=O)C2C(=O)Nc3ccccc32)cc1 (stereo not drawn),1
Cc1ccc2sc3ccc(NC(=O)c4ccccc4Cl)cc3c(=O)c2c1,1
CSc1ccc(NS(=O)(=O)c2ccc(-n3cnnn3)cc2)cc1,1
COc1ccc(-c2coc3c(C(=O)Nc4ccc(OC)nc4)cccc23)c(C)c1,0
Cc1cc(-n2c(C)cc(C(=O)CSc3nncn3C(C)C)c2C)no1,-4
OCC[C@H]1C[C@@H](O)[C@H](O)[C@]2(Cc3ccccc3O2)O1,2
O=C(NCc1ccccc1)c1csc(-c2cccnc2)n1,0
CCCCN1C[C@@H]2CSCCS(=O)(=O)N2C1=O,7
CCN1C[C@@H]2[C@@H]3C(=O)N(Cc4ccccc4)C(=O)[C@@H]3[C@](C)(C1=O)N2C(=O)c1ccc(C(C)(C)C)cc1,-3
C/C(=N\OC(=O)c1ccccc1)c1cc(-c2ccc(Cl)cc2)no1,1
Nn1c(Cc2cccc3ccccc23)n[nH]c1=S,-5
CCCN(C(=O)CCCSc1nc2ccccc2[nH]1)c1c(N)n(Cc2ccccc2)c(=O)[nH]c1=O,-1
N/C(=N\OC(=O)Cc1ccc(Cl)cc1)c1ccccn1,-1
O=C(Cn1nc(C(F)(F)F)c2c1CCC2)NC1CCCCC1,0
N=c1c(S(=O)(=O)c2ccccc2)cc2c(=O)n3ccccc3nc2n1C1CCCC1,1
CC1CC(Nc2cccc(O)c2)=CC(=O)O1 (stereo not drawn),-3
Cc1ccc(CCN2CCN=C2N(C)C)cc1,2
O=C/C(=C\Nc1ccc(Cl)cn1)c1nc2cc(Cl)ccc2o1,-1
COc1cccc(/C=N/NC(=O)C(=O)N2CCCCCC2)c1OC,4
CC(C)Oc1ccc(OCCNC2CCCC2)cc1,9
CSc1ccc(S(=O)(=O)N2CCN(Cc3ccc4c(c3)OCO4)CC2)cc1,6
Cn1c(SCc2ccc(Br)cc2)nnc1-c1ccccn1,-2
O=C(CSc1nnc(-c2ccccn2)n1-c1ccc(Cl)cc1)Nc1ccc(S(=O)(=O)Nc2nccs2)cc1,-3
O=C(NCC(=O)N1CCN(c2ncccn2)CC1)c1ccccc1F,1

# Laid out differently: 3 of the compounds above
TbREL1 inh | canonical_smiles
-3 | CCN1C[C@@H]2[C@@H]3C(=O)N(Cc4ccccc4)C(=O)[C@@H]3[C@](C)(C1=O)N2C(=O)c1ccc(C(C)(C)C)cc1
1 | C/C(=N\OC(=O)c1ccccc1)c1cc(-c2ccc(Cl)cc2)no1
-5 | Nn1c(Cc2cccc3ccccc23)n[nH]c1=S

# The list continues:
SMILES,TbREL1 inh
O=C(O)c1ccccc1NS(=O)(=O)c1cccc(N=Nc2c(O)[nH]c(=S)[nH]c2=O)c1,0
COc1cccc(C(=O)N[C@@H](Cc2cccnc2)C(=O)N2CCC[C@H]2C(=O)NC2CCCC2)c1,7
COC(=O)c1sc2nc(-c3ccco3)ccc2c1N,6
Cc1cc(C)cc(NC(=O)COC(=O)COc2cccc3c2OC(C)(C)C3)c1,-1
O=C(Nc1ccc(Cl)cc1)C1C2CCC3C(CCC21)C3(Cl)Cl (stereo not drawn),3
Cc1cc(Cl)ccc1OC(C)C(=O)NCCCCc1ccccc1 (stereo not drawn),-1
CCCCCn1c(CCC(=O)Oc2ccccc2OC)nc2c1c(=O)[nH]c(=O)n2CCCC,-1
CC(C)CN(C(=O)CN1C(=O)NC2(CCc3ccccc32)C1=O)C1CCS(=O)(=O)C1 (stereo not drawn),0
CCOC(=O)c1ccc(NC(=O)COc2ccc(-n3cnnn3)cc2)cc1,-2
Cc1cc(CN(C)Cc2cn(C)nc2-c2ccc(Oc3ccccc3)cc2)on1,0
O=C(NCc1ccccc1)C1CCCN1C(=O)Nc1ccccc1[N+](=O)[O-] (stereo not drawn),-1
Clc1ccc(Cn2ccc(-c3ccc4c(c3)OCO4)n2)cc1Cl,6
CCN(CC(=O)Nc1cc(S(=O)(=O)N2CCOCC2)ccc1Cl)Cc1ccccc1,-2
CC(C)Sc1cc(N2CCCC2)nc(-c2ccccc2Cl)n1,1
CCOC(=O)c1ccc(S(=O)(=O)N2CC(=O)Nc3ccccc32)cc1,2
CC(C)C[C@H](NC(=O)c1nc[nH]c1C(=O)NCCCCCNC(=O)OC(C)(C)C)C(=O)OCc1ccccc1,-2
O=C(NNC(=O)c1ccc(Cl)cc1Cl)c1ccc2ccccc2c1,7
O=C1CCC[C@H]2Cc3nc4ccccc4cc3C[C@]23CCCN13,-2
O=C1SC(Cc2ccccc2)C(=O)N1c1ccccc1 (stereo not drawn),2
O=S(=O)(Nc1nccs1)c1ccc(Nc2nnc(-c3ccccc3)c3ccccc23)cc1,6

# Five entries drawn at random from the list so far, as already listed:
SMILES,TbREL1 inh
CC(C)Sc1cc(N2CCCC2)nc(-c2ccccc2Cl)n1,1
O=C(NCc1ccccc1)C1CCCN1C(=O)Nc1ccccc1[N+](=O)[O-] (stereo not drawn),-1
O=C(NNC(=O)c1ccc(Cl)cc1Cl)c1ccc2ccccc2c1,7
CCN(CC(=O)Nc1cc(S(=O)(=O)N2CCOCC2)ccc1Cl)Cc1ccccc1,-2
Cc1cc(CN(C)Cc2cn(C)nc2-c2ccc(Oc3ccccc3)cc2)on1,0

# (cont.)
SMILES,TbREL1 inh
COc1ccc(NC(=O)C2(C)Cc3c(-c4cccc(NC(C)=O)c4)ccnc3O2)cc1OC (stereo not drawn),-1
COc1cc(/C=C2/SC(=S)N(CC(=O)NC(C)(C)C)C2=O)cc(OC)c1OC,1
CC[C@@H](C)C(C(=O)N1CCN(C(=O)OC(C)(C)C)CC1)n1cc(-c2cn([C@@H](C)C(=O)N3CCN(C(=O)OC(C)(C)C)CC3)nn2)nn1 (stereo partly drawn),0
O=C(NNC(=O)c1ccccn1)c1ccc(OC(F)F)cc1,-1
CCC(=O)N1CCCC1(C)C(=O)Nc1ccc(C)c(C)c1 (stereo not drawn),1
CC(C)(C)c1ccc(C(=O)NCC(=O)N2CCC3(CC2)NCCc2[nH]cnc23)cc1,4
CCCCCCCC(=O)NNC(=O)c1ccc([N+](=O)[O-])cc1,0
Cc1ccc(NC(=O)CN(c2cc(C)cc(C)c2)S(=O)(=O)c2c(C)noc2C)nc1,-1
COc1ccc([C@@H]2[C@@H]3C(=O)N(C(C)(C)C)C(=O)[C@@H]3[C@]3(C)C(=O)N(c4ccccc4)C(=O)N23)cc1,-2
C/C(=N\NC(=O)c1nnn(-c2nonc2N)c1CN1CCCCCC1)c1ccc(Br)cc1,-4
CCOc1ccc(N(C(=O)Nc2ccccc2)C2=NCCC2)cc1,-2
O=C(c1ccco1)N1CCN(Cc2nc3ccccc3[nH]2)CC1,7
Cn1nc(C(C)(C)C)c([N+](=O)[O-])c1C(=O)NC(C)(C)C,2
CN1C(=O)CC(C(=O)O)SC1=Nc1cccc(C(F)(F)F)c1 (stereo not drawn),0
COc1ccccc1C(=O)Nc1cccc(Oc2c(F)c(F)c(F)c(F)c2F)c1,-1
COc1ccc2c(c1)C(NC(=O)C(F)(F)F)CC21CCCCC1 (stereo not drawn),3
C=CCOc1ccc(C2C(C(=O)c3ccc(C)o3)=C(O)C(=O)N2Cc2cccnc2)cc1 (stereo not drawn),-6
O=c1c2ccccc2oc2cc(NCCCN3CCOCC3)ccc12,1
Cc1cc(C)c2nc(SCC(=O)NC(=O)c3cccn3C)cc(C)c2c1,6
CC1CCCCN1C(=O)CCNC(=O)Cn1cnc2ccccc2c1=O (stereo not drawn),-3

# Two entries from above, with tabs:
molecule	TbREL1 inh
O=C(c1ccco1)N1CCN(Cc2nc3ccccc3[nH]2)CC1	7
Cn1nc(C(C)(C)C)c([N+](=O)[O-])c1C(=O)NC(C)(C)C	2

# The listing continues:
SMILES,TbREL1 inh
Cc1cccc(C(=O)Nc2ccc(N3CCN(S(C)(=O)=O)CC3)cc2)c1,3
O=S1(=O)[C@H]2C[C@@H]3C=C[C@@]2(CN1Cc1cccc(F)c1)O3,6
CCn1c(C(O)c2cccc(OC)c2OC)nc2ccccc21 (stereo not drawn),-1
Cc1cc(O)cc(O)c1C=NCc1ccco1,-2
COc1ccc(OCc2nc3c4cc(OC)c(OC)cc4nc(=S)n3[nH]2)cc1,2
O=C(CCc1ccc(S(=O)(=O)NC2CCCCC2)cc1)NCc1ccccc1,-2
Cc1cc(=O)[nH]c(SCC(=O)Nc2ccc(Cl)cc2C)n1,7
N#CCC(=O)Nc1ccccc1C(=O)O,1
Cc1ccc(-c2csc(NC(=O)CN3CC(C)OC(C)C3)n2)cc1 (stereo not drawn),-2
Fc1ccc2cnc(-c3ccccc3)c(-c3ccc(C(F)(F)F)cc3)c2c1,1
CC1CCN(C(=O)c2ccc(NS(=O)(=O)c3ccc4[nH]c(=O)[nH]c4c3)cc2)CC1,5
O=C(COC(=O)CNC(=O)c1ccccc1F)NC1CC1,2
COc1ccc(CC(=O)OCC(=O)Nc2ncc(Cl)c(C)c2Cl)cc1,1
COc1cc(C(=O)O[C@H]2CC(C)=CC[C@@]3(C)CC[C@@](O)(C(C)C)[C@H]23)ccc1O,-5
CC(C(=O)Nc1ccc(S(=O)(=O)N2CCCC2)cc1)N(C)Cc1ccc(F)cc1 (stereo not drawn),-4
CCOP(=O)(OCC)C(Nc1ccccn1)c1ccc(F)cc1 (stereo not drawn),-2
C=C(C)c1cccc(C(C)(C)NC(=O)Nc2ccccc2OCC)c1,2
Cc1cc(C)cc(SCc2noc(C(=O)NCCC(C)C)c2C(=O)NCCC(C)C)c1,8
O=C(c1ccc(-c2ccccc2Cl)o1)N1CCCCCCC1,13*
Cc1cc(C)nc(NCC(O)COc2ccccc2C)n1 (stereo not drawn),-5
CC(=O)OCCOCn1cnn2c(=O)c(Br)c(C)nc12,0
COc1ccccc1CNC(=O)CSc1nc2c(oc3ccccc32)c(=O)n1CC1CCCO1 (stereo not drawn),3
COc1ccccc1C(=O)NC1CCCCN(C)C1=O (stereo not drawn),-2
COC(=O)c1ccc2c(c1)NC1=C(C(=O)CC(C)(C)C1)C(c1ccncc1)N2 (stereo not drawn),-2
O=C(Nc1ccc2nc(C3CC3)n(Cc3ccc(F)cc3)c(=O)c2c1)c1ccco1,1
O=C(NNS(=O)(=O)c1ccc(Cl)cc1)NC1CCCCC1,3
O=C(N/N=C\c1cc(Br)c(Br)o1)C1COc2ccccc2O1 (stereo not drawn),0
O=C(CCc1ccccc1)NNC(=O)COc1ccc(Br)cc1,6
COc1ccc2cc(-c3cc(C(=O)OCC(=O)Nc4c(C)n(C)n(-c5ccccc5)c4=O)c4ccccc4n3)ccc2c1,2
O=C(Nc1ccccc1)Nc1ccc2ccccc2c1,1
O=C(N[C@@H](Cc1ccccc1)C(=O)O)c1cccnc1,5
Cc1[nH]c(=O)[nH]c(=O)c1S(=O)(=O)N1CCCCC1,-1
C/C(=N\N=c1/scc(C)n1Cc1ccco1)c1cccc([N+](=O)[O-])c1,-2
O=S(=O)(N[C@@H]1C[C@H]2CC[C@@H]1C2)c1cccs1,5
CCOc1ccc(CN(C)C(=O)c2cc3ccccc3o2)cc1OC,-2
Cc1cc([N+](=O)[O-])nn1CC(=O)N1c2ccccc2CC1C (stereo not drawn),1
CSc1ccc(NC(=O)N2CC=C(n3c(=O)[nH]c4ccccc43)CC2)cc1,-5
COCc1c(C(=O)N/N=C/c2cccc3ccccc23)nnn1-c1nonc1N,-4
O=C(c1ccco1)N1CCN(C2CC(=O)N(c3ccc(F)c(Cl)c3)C2=O)CC1 (stereo not drawn),-1
Cc1[nH]c2ccccc2c1CCN(Cc1cccnc1)C(=S)Nc1ccc(F)cc1,-5

# Ordered by the number under TbREL1 inh (descending): 3 from the list above.
SMILES,TbREL1 inh
O=S(=O)(N[C@@H]1C[C@H]2CC[C@@H]1C2)c1cccs1,5
COc1ccccc1CNC(=O)CSc1nc2c(oc3ccccc32)c(=O)n1CC1CCCO1 (stereo not drawn),3
O=C(c1ccco1)N1CCN(C2CC(=O)N(c3ccc(F)c(Cl)c3)C2=O)CC1 (stereo not drawn),-1

# New compounds follow:
SMILES,TbREL1 inh
CCC1(CC)C(=O)C(C)(C)C(=O)OC1c1ccccn1 (stereo not drawn),0
O=C(CSc1nnc(C2COc3ccccc3O2)o1)NC1CCCCC1 (stereo not drawn),-3
COc1ccc(NS(=O)(=O)c2ccc(-c3n[nH]c(=S)n3Cc3ccccc3)cc2)cc1,-7
O=C1C[C@@H](c2ccc(O[C@@H]3O[C@H](CO)[C@@H](O)[C@H](O)[C@H]3O)cc2)Oc2cc(O)ccc21,5
CCC(C)N(C(=O)c1csnn1)C(C(=O)NCc1ccc(F)cc1)c1ccccc1F (stereo not drawn),-3
CNC(=O)c1c(NC(=O)C2=COCCO2)sc(C)c1C,1
